# mHTT-CaM PPI inh – disrupts binding of mutant huntingtin to calmodulin. P42858. AlphaScreen His-mHTT/GST-CaM binding, luminescence. inhibition, % at 15 µM. actives 3.6% (n = 190,000). AID 1671202;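 further: 0% = both proteins with DMSO and 100% = one protein alone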
# Pf apPOL inh – Pf-apPOL DNA polymerase inhibition | Recombinant Pf-apPOL, molecular beacon fluorescence, 1.5 h | inhibition, % at 10 µM | actives 0.25% (n = 210,000) | AID 1794808
# Active calls of the source: *; . = not tested or not shown; & = joins results of further samples. No stated cut-off is given here; in the data, active means inhibition above about 50%; inactive means the rest.
SMILES,mHTT-CaM PPI inh,Pf apPOL inh
Cc1cc(C)c(OCC(=O)Nc2ccc(S(=O)(=O)Nc3ncccn3)cc2)c(C)c1,3,-3
Brc1cccc(-c2nnc3sc(CN4CCCCC4)cn23)c1,-2,-5
O=C(Nc1ccccc1Cl)C1CCN(C(=O)c2cccs2)CC1,-4,2
Cc1ccc(S(=O)(=O)N2CCC(n3cnc4ccc(F)cc4c3=O)CC2)c(C)c1,-8,4
C/C=C(\C)CN(CC)CCN(C)C,-4,-3
C/C(=C\C(=O)c1cccnc1)Nc1ccc(F)c(Cl)c1,18,-13
Cc1ccc(-n2cc(-c3ccc4c(c3)OCO4)[nH]c2=O)cc1Cl,86*,-8
CCCCN(C)Cc1c(O)ccc2c1OC(=Cc1ccc3c(c1)OCO3)C2=O,12,-13
O=C(CCS(=O)(=O)c1ccc(Br)s1)NC1CCCCC1,-3,-2
Cn1nc(C(F)(F)F)cc1C(=O)Nc1ccc(S(=O)(=O)N2CCCC2)cc1,2,4
CCN(C(=O)Cn1c(=O)oc2cc(Cl)ccc21)c1ccc(F)cc1,8,-1
COc1cccc(C2C3=C(CC(C)(C)CC3=O)Nc3nc(-c4cccc(Cl)c4)nn32)c1 (stereo not drawn),1,-2
CC(C)(C#CCN1CCOCC1)OCCC#N,-5,-8
O=C(NCc1n[nH]c(=O)c2ccccc12)c1ccc(-n2cccc2)cc1,3,2
Cn1c(=O)c2c(nc(Br)n2CC(N)=O)n(C)c1=O,-1,-3
COc1cccc(NC(=O)c2ccc(N(Cc3ccccc3Cl)S(C)(=O)=O)cc2)c1,-6,-3
O=C(c1c(F)cccc1F)N1CCC2(CC1)OCCN2S(=O)(=O)c1cccs1,-2,-4
O=C(Nc1ccccc1F)N1CCCC1c1nc(-c2cccc(Cl)c2)no1 (stereo not drawn),-16,-5
CN(C)S(=O)(=O)c1ccc(-c2nnc(NC(=O)C3=COCCO3)o2)cc1,-4,-1
COCCCN(C(=O)Nc1ccccc1)C(C)c1ccncc1 (stereo not drawn),2,-16
Cc1ccc(-n2nnc(C(=O)O)c2C)c(F)c1,0,2
COc1ccc(OC)c(N(CC(=O)Nc2ccc(C(N)=O)cc2)S(=O)(=O)c2ccccc2)c1,16,-4
CCOc1ccccc1C(=O)N1CC(=O)Nc2ccc(F)cc2C1c1ccccc1 (stereo not drawn),17,-1
CCNC(=O)Cn1cccc1-c1nc(-c2ccc(C)cc2)cs1,-1,-6
COc1ccc(C(=O)N2CCCC2(C#N)c2ccccc2)cc1[N+](=O)[O-] (stereo not drawn),26,-3
SMILES,mHTT-CaM PPI inh,Pf apPOL inh
Cc1nc(N2CCN(c3ccccc3F)CC2)[nH]c(=O)c1C,-4,-3
O=C(CSc1ccccc1)N1CCc2nc(-c3ccccc3)ncc2C1,1,-2
Cc1ccccc1Cc1c(C)nc2c(C(=O)NCc3ccc(F)cc3)cnn2c1C,7,-14
COc1cc(OC)cc(C(=O)N2CC3CC2CC3NS(=O)(=O)c2cccs2)c1 (stereo not drawn),0,-7
O=C1OC(c2ccc(Br)cc2)=N/C1=C/N1CCC(C(=O)O)CC1,6,0
O=C(Nc1ccc(-n2cnnn2)cc1)c1ccc(-n2ccnc2)nn1,-5,-3
c1ccc(-c2cc(-c3nnc(-c4ccncc4)o3)c3ccccc3n2)cc1,2,.
Cc1cccc(Nc2nc3nonc3nc2Cl)c1,25,7
O=c1[nH]c(/C=C/c2cccc(I)c2)c([N+](=O)[O-])c(=O)[nH]1,12,-1
O=C(Cc1cccs1)Nc1ccc(Nc2ccc(-n3cccn3)nn2)cc1,-13,-4
CCc1ccc(N2CC(C(=O)NCc3cccnc3)CC2=O)cc1 (stereo not drawn),9,-1
O=C(O)C(Cc1c[nH]c2ccccc12)N1C(=O)C2CCCCC2C1=O (stereo not drawn),0,-4
O=C(C1CCC1)N1CCC(Oc2cc(N3CCOCC3)ncn2)C1 (stereo not drawn),-5,-4
CSC1=NCCCN1S(=O)(=O)c1cc(Cl)c(Cl)cc1Cl,.,-1
CSc1nnc(-c2cccc(C)c2)n1N,-3,-1
CCOc1cccc2c1OC1(C)CC2NC(=O)N1c1cccc(C(=O)NCc2cccs2)c1 (stereo not drawn),0,-3
O=C(c1ccccc1F)N1CCN(C(C(=O)N2CCCC2)C2CCCC2)CC1 (stereo not drawn),4,-2
COc1ccc(C=NNc2ncnc3cc(C(C)(C)C)sc23)cc1,.,6
O=C(O)c1ccccc1NC(=O)c1ccccc1-c1ccccc1C(=O)O,-1,-2
COCCCNC(=O)C1CCCN(c2cc(=O)n(C)c(=O)n2C)C1 (stereo not drawn),-11,-4
CC(=O)c1cccc(NS(=O)(=O)c2ccc(Br)cc2)c1,-6,-4
CC(=O)Nc1sc2c(c1C#N)CCCC2,-6,4
Cc1coc(=O)n1-c1ccc(Cl)cc1Cl,.,-1
Cc1ccc(S(=O)(=O)Cc2c(Cl)cccc2Cl)cc1,.,-4&0
O=c1c2c(nc3cc[nH]n13)CCN(S(=O)(=O)c1ccc(C(F)(F)F)cc1)C2,2,2

# An excerpt of these results, with bars between the fields.
mol | mHTT-CaM PPI inh | Pf apPOL inh
c1ccc(-c2cc(-c3nnc(-c4ccncc4)o3)c3ccccc3n2)cc1 | 2 | .
Cc1cccc(Nc2nc3nonc3nc2Cl)c1 | 25 | 7

# Whole records, looked up by structure. Screens in order: mHTT-CaM PPI inh	Pf apPOL inh
# Cc1ccc(S(=O)(=O)N2CCC(n3cnc4ccc(F)cc4c3=O)CC2)c(C)c1 is listed with -8	4
# Cc1cc(C)c(OCC(=O)Nc2ccc(S(=O)(=O)Nc3ncccn3)cc2)c(C)c1 is listed with 3	-3
# O=C(O)c1ccccc1NC(=O)c1ccccc1-c1ccccc1C(=O)O is listed with -1	-2
# C/C(=C\C(=O)c1cccnc1)Nc1ccc(F)c(Cl)c1 is listed with 18	-13
# C/C=C(\C)CN(CC)CCN(C)C is listed with -4	-3

# Returning to the listing, starting four compounds before the break.
SMILES,mHTT-CaM PPI inh,Pf apPOL inh
CC(=O)Nc1sc2c(c1C#N)CCCC2,-6,4
Cc1coc(=O)n1-c1ccc(Cl)cc1Cl,.,-1
Cc1ccc(S(=O)(=O)Cc2c(Cl)cccc2Cl)cc1,.,-4&0
O=c1c2c(nc3cc[nH]n13)CCN(S(=O)(=O)c1ccc(C(F)(F)F)cc1)C2,2,2
CC(=O)N1c2ccccc2CCc2ccc([N+](=O)[O-])cc21,0,-7
O=c1[nH]c(-c2cccs2)nc2ccccc12,.,2
Cc1ccc(/C=C2/N=C(c3ccco3)OC2=O)cc1,39,0
Cc1ccccc1CNC(=O)CCC1CCN(c2cc(NC3CC3)ncn2)CC1,10,3
Cc1cc(C)cc(C(=O)N2CCC(c3nc4cccnc4n3C)C2)c1 (stereo not drawn),2,0
COCCNC(=O)Cn1c(=O)n(CCCC(=O)NCc2ccc(C)cc2)c(=O)c2sccc21,1,0
COc1ccc(C(=O)NC2CCN(c3nnc4ccc(Cl)cn34)CC2)cc1F,2,-1
Cc1ccc(CNC(=O)CCCn2c(=O)c3sccc3n(Cc3cccc(C)c3)c2=O)cc1,-2,-1
CC(C)(Oc1ccc(Cl)cc1)C(=O)NCC1CCN(C(=O)Oc2ccccc2)CC1,19,-7
c1ccc(CC2CN=C(N3CCOCC3)S2)cc1 (stereo not drawn),0,-5
Cc1ccc(C(=O)N2CCC(c3nc(C(=O)N4CCCCC4)c(C)o3)CC2)cc1C,17,-4
COc1ccc(NC(=O)CN(c2ccc(Br)cc2)S(C)(=O)=O)c(OC)c1,9,-9
Cc1ccc(Sc2nccnc2N2CCC(C(=O)NCCN3CCCC3)CC2)cc1,12,-4
CC(C)CC(=O)NCc1nc(-c2cccc(Cl)c2)no1,-12,-6
CCN1C(=O)c2ccccc2Sc2ccc(C(=O)NCc3ccccn3)cc21,28,-16
Cc1c(C)c(C)c(S(=O)(=O)NCC(C)(O)c2ccco2)c(C)c1C (stereo not drawn),-9,-4
O=[N+]([O-])c1ccc(C=NO)s1,.,4
COc1ccc(Cn2c(Oc3ccccc3C)nc3c2c(=O)n(C)c(=O)n3C)cc1,4,-10
O=C(O)CCC(=O)Nc1nnc(C2CC2)s1,-12,-1
COCc1cc(C)nc(N2CCCCC2)c1C#N,-29,-3
COc1ccc(C2=NN(C(=O)CN3CCOCC3)C(c3cccc(OC)c3OC)C2)cc1 (stereo not drawn),6,-3
O=C(Nc1cccc(F)c1)N1CCC(CCOc2ccncc2)CC1,-6,-5
Clc1cc(Br)ccc1OCc1nc(-c2ccccc2)no1,-131,0
Cn1nc(-c2nc(-c3ccccc3F)no2)c2c1CCN(C(=O)c1ccco1)C2,2,-4
CC(=O)N(c1ccc2oc3c(c2c1)CCCC3)S(=O)(=O)c1cc(C)ccc1C,1,-10
SMILES,mHTT-CaM PPI inh,Pf apPOL inh
O=C(Nc1ccccc1[N+](=O)[O-])c1ccc(Cl)cc1Cl,17,-8
CC(/C=C1\N=C(c2ccccc2)OC1=O)=C\c1ccccc1,15,-8
CC(=O)C1=C(C)NC(=O)NC1c1ccccc1OCc1ccccc1 (stereo not drawn),6,1
CCN(C(=O)c1ccc2c(c1)N(S(C)(=O)=O)CC2)c1ccccc1C,6,-2
Nc1nc(-c2ccc3c(c2)OCCO3)cs1,10&12,.
COC(=O)c1sc(C(F)(F)F)c(-c2ccccc2)c1S(=O)(=O)c1ccc(C(F)(F)F)cc1,.,2
COc1ccc(Cl)cc1NC(=O)Nc1nnc(-c2cc(C)oc2C)o1,-12,2
Clc1ccc(OCCSc2ncnc3ccccc23)cc1,-9,-9
COc1cccc(/C=C2/N=C(c3ccc(Br)cc3)OC2=O)c1OC,-1,-4
COc1ccccc1NC(=O)c1cccc(C)c1,-14,8
CS(=O)(=O)NC1CC2CC1CN2C(=O)Cc1cccs1 (stereo not drawn),0,-1
O=C(NCc1ccccc1Cl)c1cnn2c3c(cnc12)CCCCCC3,-7,-1
CC(C)CNc1ncnc2ccc(Br)cc12,1,-4
O=C(NCc1ccc(F)cc1F)c1ccc(NC(=O)C2CC2)cc1N1CCOCC1,-6,-3
O=C1CSc2ccc([N+](=O)[O-])cc2N1Cc1ccccc1F,32,1
CN1C(=O)CCC2(CNC(=O)c3ccc4ccccc4n3)CCCC12 (stereo not drawn),1,-2
CCn1cc2c3c(cccc31)CN(C(=O)Nc1cccc(Cl)c1F)CC2,32,-1
COc1ccccc1-c1noc(C2CCCN2C(=O)Nc2ccccc2)n1 (stereo not drawn),6,0
CCOC(=O)CNC(=O)N1CCC(n2c(CC)nc3cccnc32)C1 (stereo not drawn),1,-3
Cc1cccc(NC(=O)CSc2nc3c(c(=O)n2-c2ccc(Cl)cc2)SCC3)c1C,15,-4
O=C1c2ccccc2C(=O)N1CN(C(=O)c1ccccc1[N+](=O)[O-])c1ccc(F)cc1,4,1
O=C(Nc1ccc(Br)cc1F)C1CCN(C(=O)c2ccccc2)CC1,3,-1
COc1ccc(NS(=O)(=O)c2ccc(NC(=O)c3ccccc3O)cc2)nn1,13,-4
COc1ccc(-c2c(C(=O)N3CCCCC3)nc3ccccn23)cc1,-1,1
O=C(NC(Nc1ccccc1Cl)C(=O)c1ccccc1)c1cccs1 (stereo not drawn),18,-9
SMILES,mHTT-CaM PPI inh,Pf apPOL inh
O=C(c1ccco1)N1CCCC(OCc2nc(-c3cccnc3)no2)C1 (stereo not drawn),1,12
Cc1ccc(C(=O)Nc2cnc(-c3ccc(F)cc3)nc2)cc1,-2,2
CCOC(=O)N1CCN(C(=O)CN(c2c(C)cccc2C)S(C)(=O)=O)CC1,-4,1
O=C(NCCN1CCCCCC1)c1ccc2c(c1)NC(=O)C(N1CCOCC1)S2 (stereo not drawn),5,-20
Cc1ccc(-c2cc(O)cc3sc(=O)oc23)cc1Cl,53*,-5
CC(=NS(=O)(=O)c1ccc(C)cc1)Nc1c(C)cc(O)cc1C,4,2
CC(CNC(=O)c1cc2n(n1)CCCN(Cc1ccccc1)C2=O)c1ccccc1 (stereo not drawn),12,2
COc1ccc(Cl)cc1NC(=O)CCCOc1ccccc1,-50,-2
Cc1cccc(-n2cnc3cc(C(=O)NCc4ccccn4)ccc32)c1,14,2
COC(=O)CC1c2ccccc2S(=O)(=O)N1Cc1ccccc1 (stereo not drawn),-1,0
CCOC(=O)CCC(=O)Nc1nnc(-c2csc(C)n2)o1,61*,2
Cc1cc(C(=O)N2CCCC2c2ccccc2C)no1 (stereo not drawn),-2,4
COC(=O)CSCc1n[nH]c(=O)c2ccccc12,.,-1
COc1ccc(-n2nc3c(c2NC(=O)C(C)Oc2ccccc2)CS(=O)(=O)C3)cc1 (stereo not drawn),0,-6
CC(=O)Nc1ccc(C(=O)c2ccccc2)cc1,2,-4
CCN(CC)S(=O)(=O)c1ccc(C(=O)Nc2c3c(nn2-c2ccc(C)cc2)CSC3)cc1,22,4
COc1cc(C2Oc3nc(SC)nnc3-c3ccccc3N2C(C)=O)cc(Cl)c1OC (stereo not drawn),31,-2
O=C1Nc2cc(C(=O)N3CCOCC3)ccc2SC1N1CCOCC1 (stereo not drawn),-4,-12
Cc1ccc(-c2n[nH]c3c2CN(C(=O)c2cnn4cccnc24)CC3)cc1,25,-13
CSc1ccc(C2CC(=O)Nc3n[nH]c(-c4ccccc4)c32)cc1 (stereo not drawn),-2,0
Cc1c(Cc2ccccc2)sc(N)c1C(N)=O,75*,-6
Cc1ccc(C)c(NC(=O)N2CCC(c3nc(C(=O)N4CCOCC4)c(C)o3)CC2)c1,2,-4
Cc1ccc(C(=O)Nc2cc3ccccc3oc2=O)cc1C,1,-6
CCOc1ccc(CC(=O)N2CCn3cnnc3C2)cc1,-2,-7
O=S(=O)(c1ccc(F)cc1Cl)N1CCCn2nc(-c3cccnc3)cc2C1,9,-13
CC1=C(C(=O)Nc2ccccn2)C(c2ccc3c(c2)OCO3)C2=C(CCCC2=O)N1 (stereo not drawn),2,-4
CC(=O)Nc1n[nH]c(-c2ccc(C)cc2)n1,-6,1
C=CCn1c(-c2ccc(N)cc2)nc2ccccc21,8,0

# Screening results as filed in PubChem BioAssay.

# Rows are unselected; about 3.7% have a hit in one of these screens.
